Screening data from PubChem BioAssay.
MCF10A rereplic: A quantitative high throughput screen for small molecules that induce DNA re-replication in MCF 10a normal breast cells; MCF 10A DNA re-replication, Hoechst nuclear intensity, 48 h; Potency, µM (series often up to 46.1 µM), without a hit: top-dose activity, positive = re-replication, actives largely listed as activators; actives 2.9% (n = 350,000); AID 624296, 2012; also: potency is read from the fitted curve at half-maximal effect; % of control where 0% means no effect; nearly all actives have a fitted effect of over 50% in size
HepG2 viability: qHTS for Inhibitors of TGF-b: Cytotox Counterscreen. HepG2 CAGA-GFP viability, ATP luminescence, 18 h. Potency, µM (top dose mostly 46.1 µM), for inactives: top-dose activity change, negative = cytotoxicity, hits mostly cytotoxic. actives 0.76% (n = 410,000). AID 588856, 2011; also: potency is read from the fitted curve at half-maximal effect; some results filed as inactive show a strong effect at the top dose
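HepG2 CAGA-GFP cells (1000/well, DMEM with 1% FBS) received compound, then TGF-beta at 500 pg/mL final, and were incubated 18 hours at 37 degrees C. Viability was read by CellTiter-Glo luminescence. Media-only wells were set as complete cell-killing and DMSO as no toxicity.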
ATXN2 expr inh: Primary qHTS for Inhibitors of ATXN expression | HEK-293 ATXN2-luciferase reporter, luminescence, 24 h | Potency, µM (doses to about 57 µM), for the others: at the top dose activity change, negative = inhibition, most hits filed as inhibitors | actives 0.72% (n = 360,000); also: potency is read from the fitted curve at half-maximal effect; % is scaled to controls: 0 for no effect and ±100 for the full control effect; nearly all actives have a fitted effect of over 55% in size
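ATXN2-luciferase reporter cells (luciferase flanked by upstream and downstream ATXN2 gene portions) were treated 24 h at 37 °C with compounds at up to 57 uM. SteadyGlo luminescence gave expression; GF-AFC fluorescence gave viability.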
ATXN viability: Viability Counterscreen for Primary qHTS for Inhibitors of ATXN expression; AID 651635, 2014; Potency, µM (doses to about 56.7 µM), most hits filed as cytotoxic; S2 cells (HEK-293 line with an ATXN2-luciferase reporter) viability, CellTiter-Fluor protease fluorescence, 24 h; actives 0.49% (n = 400,000); also: potency is read from the fitted curve at half-maximal effect; nearly all actives have a fitted effect of over 40% in size
HT1080 IDH1KD tx: qHTS for induction of synthetic lethality in tumor cells producing 2HG: qHTS for the HT-1080-IDH1KD cell line | AID 686971, 2013 | HT-1080 IDH1 knockdown viability, ATP luminescence, 48 h | actives 2% (n = 360,000) | Potency, µM (doses to about 46.1 µM), inactives show at the highest dose activity, negative = toxicity, actives largely listed as cytotoxic;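 also: potency is read from the fitted curve at half-maximal effect; 0% = DMSO wells and -100% = cell-free medium wells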
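% activity derives from luminescence (CellTiter-Glo), normalised to DMSO and no-cell wells. HT-1080-IDH1KD cells, 750/well, had 48 h compound exposure at 37 °C.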
KB-3-1 tox: qHTS assay for MDR1-selective chemotherapeutics: Primary screen using the parental adenocarcinoma cell KB-3-1; AID 1347075, 2019; KB-3-1 viability, CellTiter-Glo ATP luminescence, 72 h; actives 1.4% (n = 400,000); Potency, µM (doses to about 46.1 µM), without a hit: top-dose activity change, negative = cytotoxic, usual class: cytotoxic; also: potency is read from the fitted curve at half-maximal effect; % is scaled to controls: 0 for no effect and ±100 for the full control effect; nearly all actives have a fitted effect of over 60% in size
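Cytotoxicity in the drug-sensitive parental line KB-3-1 was scored as loss of CellTiter-Glo luminescence following 72 h incubation with compound. Values come from curve fitting of normalized concentration-response data.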
HT1080-NT tox: qHTS for induction of synthetic lethality in tumor cells producing 2HG: qHTS for the HT-1080-NT fibrosarcoma cell line; HT-1080-NT fibrosarcoma viability, CellTiter-Glo ATP luminescence, 48 h; actives 1.6% (n = 360,000); Potency, µM (doses to about 46.1 µM), without a hit: at the highest dose activity, negative = less viability, actives largely listed as cytotoxic;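 also: NT is the 2HG producing partner of a matched IDH1 knockdown line; potency is read from the fitted curve at half-maximal effect; 0% = DMSO-treated cells and -100% = media-only wells without cells; nearly all actives have a fitted effect of over 55% in size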
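HT-1080-NT fibrosarcoma cells (2HG-overproducing), 750 cells/well in RPMI with 5% FBS, dosed after 2 h and incubated 48 h at 37C. CellTiter-Glo luminescence normalized to DMSO and no-cell wells; concentration-response curves fitted and classed.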
IL1B secr inh: qHTS for Inhibitors of Inflammasome Signaling: IL-1-beta AlphaLISA Primary Screen; THP-1 LPS/ATP IL-1B secretion, AlphaLISA, 16 h; stronger effect = lower value; AID 743279, 2014; activity change, % at 57.5 µM; actives 4.7% (n = 360,000); in the data active = activity change below about -50%; inconclusive = mostly about -30% to -49%; also: % is scaled to controls: 0 for no effect and ±100 for the full control effect
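THP-1 cells pretreated 1 hr with compounds (up to 57.5 uM final), then stimulated with LPS (250 ng/mL final) plus ATP (1.25 mM final); secreted IL-1B measured by AlphaLISA after 16 hr, decreased signal indicating inhibition.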
SW480 rerep: A quantitative high throughput screen for small molecules that induce DNA re-replication in SW480 colon adenocarcinoma cells; Potency, µM (titrated, usually from 46.1 µM), for the others: top-dose re-replication activation, usual class: activators; SW480 DNA re-replication, Hoechst DNA content imaging, 48 h; actives 1.8% (n = 340,000); also: potency is read from the fitted curve at half-maximal effect; % of control where 0% means no effect; nearly all actives have a fitted effect of over 55% in size
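SW480 cells exposed to compounds for 48 hr at 37 C, 5% CO2, then Hoechst-stained 40 min. Nuclear DNA content imaged by fluorescence scanning (405 nm excitation, 500-530 nm emission); re-replication scored as increased high-intensity nuclei.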
An asterisk follows results filed as active; i = inactive; ? = inconclusive; . = not tested or not shown; [ ] = remark or other dose. Unless noted, calls follow the shape of the dose curve; as a rule, active = well fitted curve in the direction sought with a large enough effect; inconclusive = small, poorly fitted or top-dose-only effect, or another doubt; inactive = no such curve, though single readings can be large; an effect the other way counts as inactive or inconclusive.

Start of the data: the first eight compounds, ahead of the listing:
Each structure is followed by: MCF10A rereplic | HepG2 viability | ATXN2 expr inh | ATXN viability | HT1080 IDH1KD tx | KB-3-1 tox | HT1080-NT tox | IL1B secr inh | SW480 rerep
O=C(C[C@H]1C/C=C\CC[C@H](Cc2ccc(F)cc2)C(=O)O[C@@H](c2ccccc2)CNC1=O)N[C@@H](CO)Cc1ccccc1
→ ? | -114% | ? | ? | ? | ? | ? | 63 | -2%
CC(O)[C@H]1CN=C(N)N1CCc1cc(C(F)(F)F)cc(C(F)(F)F)c1 (stereo not given in full)
→ -6% | -8% | 8% | i | 2% | 12% | -3% | -5 | 10%
Cc1cc(=O)[nH]c(N=N/C(=N/Nc2ccccc2C)c2ccccc2)n1
→ 19% | -9% | 2.5µM* | ? | ? | 4.6µM* | ? | 161 | 5.2µM*
Cc1ccccc1N=Nc1ccc(O)c2ncccc12
→ ? | -3% | ? | i | 7.3µM* | ? | ? | 2 | ?
CCOC(=O)c1c(C)[nH]c(C)c1C(=O)COC(=O)c1sccc1C
→ -2% | 4% | 0% | ? | 2% | 15% | 4% | -13 | -4%
Cc1ccc(NC(=O)CSc2ccccc2)cc1S(=O)(=O)N1CCOCC1
→ 5% | -1% | 8% | i | 0% | -1% | 11% | -1 | -35%[inhibitor]
CCOC(=O)[C@]12CCC=C1N(Cc1cccc3ccccc13)C(=O)[C@H](CC(=O)NCC1CCCCC1)C2
→ . | . | -27% | ? | ? | -27% | ? | 0 | .
CSc1ccc(CNCC2CCCO2)cc1 (stereo not given)
→ 4% | -5% | 2% | i | 0% | -2% | 0% | 12 | -15%

This part in full, from the first entry:
Each structure is followed by: MCF10A rereplic | HepG2 viability | ATXN2 expr inh | ATXN viability | HT1080 IDH1KD tx | KB-3-1 tox | HT1080-NT tox | IL1B secr inh | SW480 rerep
O=C(C[C@H]1C/C=C\CC[C@H](Cc2ccc(F)cc2)C(=O)O[C@@H](c2ccccc2)CNC1=O)N[C@@H](CO)Cc1ccccc1
→ ? | -114% | ? | ? | ? | ? | ? | 63 | -2%
CC(O)[C@H]1CN=C(N)N1CCc1cc(C(F)(F)F)cc(C(F)(F)F)c1 (stereo not given in full)
→ -6% | -8% | 8% | i | 2% | 12% | -3% | -5 | 10%
Cc1cc(=O)[nH]c(N=N/C(=N/Nc2ccccc2C)c2ccccc2)n1
→ 19% | -9% | 2.5µM* | ? | ? | 4.6µM* | ? | 161 | 5.2µM*
Cc1ccccc1N=Nc1ccc(O)c2ncccc12
→ ? | -3% | ? | i | 7.3µM* | ? | ? | 2 | ?
CCOC(=O)c1c(C)[nH]c(C)c1C(=O)COC(=O)c1sccc1C
→ -2% | 4% | 0% | ? | 2% | 15% | 4% | -13 | -4%
Cc1ccc(NC(=O)CSc2ccccc2)cc1S(=O)(=O)N1CCOCC1
→ 5% | -1% | 8% | i | 0% | -1% | 11% | -1 | -35%[inhibitor]
CCOC(=O)[C@]12CCC=C1N(Cc1cccc3ccccc13)C(=O)[C@H](CC(=O)NCC1CCCCC1)C2
→ . | . | -27% | ? | ? | -27% | ? | 0 | .
CSc1ccc(CNCC2CCCO2)cc1 (stereo not given)
→ 4% | -5% | 2% | i | 0% | -2% | 0% | 12 | -15%
CCN(C(=O)COC(=O)/C=C/c1c(C)nn(Cc2ccc(C)cc2)c1C)C1CCS(=O)(=O)C1 (stereo not given)
→ -3%[9.22 µM] | -20% | -1% | i | 1% | 3% | -9% | 30 | 16µM*
O=C(Oc1ccc(F)c(F)c1)c1ccc2c(=O)n3c(nc2c1)CCC3
→ -7% | 1% | -5% | i | 18% | 13% | 19% | 2 | ?
CCCCn1nnnc1C1(C)CCC(=O)N1CCCn1ccnc1 (stereo not given)
→ . | . | -30% | ? | ? | 13µM* | ? | -7 | .
O=C(Nc1ccc(Cl)c([N+](=O)[O-])c1)c1ccc(NCCCN2CCOCC2)c([N+](=O)[O-])c1
→ ? | -15% | 32µM* | ? | 0% | -8% | -1% | 0 | 2.9µM*
COc1ccc(CC(=O)NNC(=O)c2ccc(Br)s2)cc1OC
→ -1% | -14% | ? | ? | 4% | 4% | 0% | 12 | -3%
O=C(COC(=O)c1cccc(S(=O)(=O)N2CCOCC2)c1)Nc1ncc(Cl)cc1Cl
→ -3% | -2% | 13% | i | 4% | -3% | 0% | -9 | -2%
Cc1cc(OCC(=O)N[C@@H](Cc2ccccc2)c2nc3ccccc3[nH]2)ccc1Cl
→ ? | 19% | -20% | i | -26% | 5% | -27% | 21 | -1%
CCCCCC(=O)N1CCCC(c2nc(-c3ccc(OC)cc3)no2)C1 (stereo not given)
→ ? | -2% | -3% | i | -8% | ? | 2% | ? | 0%
COc1ccc(/C=C2\OC(=S)N(C)C2=O)cc1
→ ? | -9% | -16% | i | 3%[9.24 µM] | 6% | -1% | 10 | ?
O=[N+]([O-])c1ccc2c(c1)C(N1CCOCC1)/C(=C/COc1ccc(Cl)cc1Cl)O2 (stereo not given)
→ 9% | 4% | -25% | i | -16% | -2% | -13% | -18 | 5%
Cc1cc(C(F)(F)F)n2ncc(-c3cccc(Br)c3)c2n1
→ 3% | -11% | . | i | 4% | -12% | 11% | 30 | 1%
Cc1c(NS(=O)(=O)c2ccc(Cl)c(C(=O)OCC(=O)NCc3ccco3)c2)c(=O)n(-c2ccccc2)n1C
→ -1% | 5% | 15% | i | 4% | 4% | 14% | 16 | -6%
Cc1ccc(C(=O)NNc2nc3ccccc3nc2C(F)(F)F)cc1
→ -16% | -57% | -8% | i | -2% | 1% | 0% | 2 | 3%
O=C(CSc1nnnn1-c1ccccc1F)Nc1nc2ccccc2s1
→ -8% | -20% | 3% | i | -7% | 3% | -6% | -2 | 11%
CCOc1ccc(-c2cc3nc(C4CCN(C(=O)OC(C)(C)C)CC4)c(C(=O)Nc4cccc(Cl)c4C)cn3n2)cc1
→ . | -1% | 12% | i | . | -2% | . | . | .
Cc1ccc(-n2nc(C)c3c2C(Br)C(C)(C)CC3=O)nc1 (stereo not given)
→ ? | -37% | -6% | i | 2% | 0% | 1% | 0 | -2%
Cc1cccc(NS(=O)(=O)c2cccc(C(=O)NCC3(N4CCCCC4)CCCCC3)c2)c1
→ 10% | -42% | -5% | i | -9% | -25% | 0% | -65* | 12%
COC(=O)c1ccc(Oc2coc3cc(OCc4ccc([N+](=O)[O-])cc4)ccc3c2=O)cc1
→ ? | 1% | 0% | i | 20% | -3% | 8% | 0 | -18%
COc1ccc(NC(=O)CN2C(=O)CC(c3ccc(C)c(C)c3)=Nc3ccccc32)cc1OC
→ . | -22% | 4% | ? | . | 0% | . | . | .
COc1ccccc1N1CCN(c2ncc3c(n2)CCN(Cc2ccccc2F)C3)CC1
→ . | 2% | 12% | i | . | 11% | . | . | .
O=c1c2ccccc2c(=O)n(Cc2ccccc2)n1Cc1ccccc1
→ ? | -16% | -22% | i | -4% | -7% | 2% | 0 | -3%
N#Cc1cn(CCOC(=O)c2cccc(C(F)(F)F)c2)c(=O)[nH]c1=O
→ ? | 0% | -8% | i | -11% | 0% | -6% | -4 | 2%
O=C(COC(=O)c1cc(Cl)ccc1O)Nc1ccccc1C(=O)NC1CC1
→ -4% | 1% | . | i | 0% | -4% | 0% | 12 | -12%
Cc1ccc(S(=O)(=O)N2[C@@H](c3ccccc3F)C(C(=O)O)=CC[C@H]2c2ccc(C(C)C)cc2)cc1
→ ? | -17% | 4% | i | -5% | 4% | 8% | 24 | -2%
COc1ccccc1C(=O)Nc1ccnn1C1CCN(Cc2cn(C)c3ccccc23)CC1
→ -17% | -42% | . | ? | ? | -4% | ? | -22 | 11%
O=C1COc2ccc(C(=O)COC(=O)c3sc4ccccc4c3Cl)cc2N1
→ 18% | 4% | ? | i | 19% | -7% | 4% | -3 | 2%
C=CCn1c(CSc2nc3ccccc3s2)n[nH]c1=S
→ 2% | 1% | 16% | i | 5% | 23% | 8% | 26 | -7%
O=C(O)C1C2C=CC(C2)C1C(=O)NCc1ccc(Cl)c(Cl)c1 (stereo not given)
→ 0% | -1% | -15% | i | -2% | -23% | -1% | 26 | -1%
CCN(C[C@H]1N[C@@](Cc2ccccc2)(C(=O)OC)[C@H]2C(=O)N(Cc3ccccc3)C(=O)[C@@H]12)S(=O)(=O)c1ccc(OC(F)(F)F)cc1
→ ? | 10% | 6% | i | 4% | 12% | 12% | -1 | 1%
COc1cc(Br)cc(CN2CCN(c3ncccn3)CC2)c1O
→ 2% | -30% | -26% | i | 7% | 3% | 6% | 9 | -11%
CCOC(=O)C1CCCN(C(=O)C2CCN(S(=O)(=O)c3c(C)noc3/C=C/c3ccc(C)cc3)CC2)C1 (stereo not given)
→ . | -13% | -22% | i | . | 9% | . | . | .
COc1cc(OC)cc(-c2cc3nc(C)c(CCC(=O)Nc4nc(C)cs4)c(C)n3n2)c1
→ 1% | -10% | ? | i | 2% | -10% | 0% | -13 | -6%
CC(C)(C)OC(=O)C[C@@H]1C/C=C\C[C@H](CC(=O)N[C@@H](CO)Cc2ccccc2)C(=O)N[C@H](C(C)(C)C)COC1=O
→ 14% | -17% | 3% | i | 17% | 10% | 9% | -8 | 2%
CN(C(=O)CC1C(=O)NCCN1Cc1ccc(F)cc1)C1CCOCC1 (stereo not given)
→ -4% | -2% | -6% | i | 4% | -2% | -6% | -4 | -25%
CCC(c1nnc(SCC(=O)Nc2c(F)cccc2F)n1Cc1ccccc1)N(C)C (stereo not given)
→ -10% | -22% | -10% | i | 0% | -15% | 5% | -1 | 10%
O=C(c1ccc2ncsc2c1)N1CCN(c2nc3ccccc3s2)CC1
→ -15% | -7% | ? | i | 7% | ? | ? | i | -9%
